# Furin inh: human furin inhibitors, primary screen, biochemical, fluorescence intensity | P09958 | purified furin, fluorogenic substrate cleavage | inhibition, % at 30 µM | 220,000 tested, 0.061% active | AID 463115, 2010; in the data active means inhibition above about 25%; further: inactives centre near -15
# p97 ATPase inh: inhibitors of human p97 ATPase, primary screen, biochemical; inhibition, % at 8 µM; Transitional endoplasmic reticulum ATPase (Homo sapiens), P55072; recombinant p97 ATPase, Kinase-Glo ATP luminescence, 3 h; 220,000 tested, 0.42% active; in the data active means inhibition above about 15%;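 further: 0% = DMSO vehicle and 100% = wells lacking enzyme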
# Target sequence (P55072 whole entry, looked up): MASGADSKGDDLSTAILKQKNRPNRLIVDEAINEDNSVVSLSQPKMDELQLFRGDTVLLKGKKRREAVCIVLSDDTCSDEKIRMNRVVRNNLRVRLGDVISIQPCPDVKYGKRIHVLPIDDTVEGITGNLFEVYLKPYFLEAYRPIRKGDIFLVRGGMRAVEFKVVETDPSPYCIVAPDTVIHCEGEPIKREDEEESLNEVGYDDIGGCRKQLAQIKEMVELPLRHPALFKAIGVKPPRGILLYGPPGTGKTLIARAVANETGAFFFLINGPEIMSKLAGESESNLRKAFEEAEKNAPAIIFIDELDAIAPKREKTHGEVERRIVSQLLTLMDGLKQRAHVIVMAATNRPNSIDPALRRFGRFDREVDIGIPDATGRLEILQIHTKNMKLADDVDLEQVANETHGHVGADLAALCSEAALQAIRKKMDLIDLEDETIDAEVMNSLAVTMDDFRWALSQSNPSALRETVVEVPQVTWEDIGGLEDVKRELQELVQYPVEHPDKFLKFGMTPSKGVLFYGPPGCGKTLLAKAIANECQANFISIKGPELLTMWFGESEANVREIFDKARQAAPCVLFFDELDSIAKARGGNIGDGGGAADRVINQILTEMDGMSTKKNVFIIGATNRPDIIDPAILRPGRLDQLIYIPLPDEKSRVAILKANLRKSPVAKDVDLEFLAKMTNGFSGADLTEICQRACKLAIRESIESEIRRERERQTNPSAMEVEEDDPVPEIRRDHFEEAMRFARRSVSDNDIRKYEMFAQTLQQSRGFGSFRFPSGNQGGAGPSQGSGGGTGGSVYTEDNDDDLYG
# PERK inh: block of dimerizer-induced PERK translation repression, primary screen, PERK inhibitor project, CHO PERK-DD cells, SEAP luminescence, HTS; CHO PERK-DD fusion, SEAP luminescence translation reporter; inhibition, % at 5.6 µM; 220,000 tested, 0.17% active;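 active means inhibition above the mean inhibition of all tested compounds plus 3 SD, set separately per screening campaign, cut at about 2.9% in these data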;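 further: PERK kinase domain activated by AP20187 dimerizer at 100 nM; 0% = DMSO with dimerizer and 100% = rapamycin at 8.4 µM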
# Wee1 degr inh: Wee1 degradation inhibitors, primary screen, cell-based, HeLa, Wee1K328M-luciferase, luminescence; 220,000 tested, 1.2% active; HeLa Luc-Wee1K328M stability; 100% = proteasome inhibitor MG132 effect; AID 1321, 2008; reporter increase, % at 5 µM; Wee1-like protein kinase (Homo sapiens), P30291;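 active means activation above the mean of all tested compounds plus 3 SD, set per screening run, cut at about 8.8% in these data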;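 further: cells exposed to compound for 20 h before luminescence read; 0% = DMSO alone and 100% = MG132 at 30 µM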
# FXIa inh 1536: human FXIa protease inhibitors, primary screen, biochemical, 1536-well; inhibition, % at 5 µM; 220,000 tested, 0.14% active; purified FXIa, Boc-Glu-Ala-Arg-AMC fluorogenic substrate;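 active means inhibition of at least 40%; inactive means inhibition below 40%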;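 further: fluorescence of freed AMC excited at 355 nm; 0% = enzyme without compound and 100% = no enzyme blank; many of its hits are not listed in these tables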
# KLK5 inh: human KLK5 protease inhibitors, primary screen, biochemical, 1536-well | Kallikrein-5 (Homo sapiens), Q9Y337 | recombinant hK5, fluorogenic AMC substrate cleavage | inhibition, % at 5 µM | 210,000 tested, 0.59% active;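 active means inhibition of 40% or more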;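 further: 0% = enzyme controls without compound and 100% = no-enzyme blanks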
# Target sequence (Q9Y337 67-293 limits assumed): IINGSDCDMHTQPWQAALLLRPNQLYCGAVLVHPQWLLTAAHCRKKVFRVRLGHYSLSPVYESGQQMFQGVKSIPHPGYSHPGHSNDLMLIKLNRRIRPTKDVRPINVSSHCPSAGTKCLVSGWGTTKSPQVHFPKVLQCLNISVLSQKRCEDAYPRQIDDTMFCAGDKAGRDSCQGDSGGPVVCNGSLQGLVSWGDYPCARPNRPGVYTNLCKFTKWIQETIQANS
# KCC2 mod: KCC2 cotransporter modulators, thallium flux, primary screen, cell-based, HEK293 KCC2, FluoZin-2 fluorescence, MLSMR. KCC2 cells, thallium flux FluoZin-2 fluorescence. B-score of Tl+ flux slope (higher = more flux/activation; lower = inhibition) at 10 µM. 190,000 tested, 2.2% active;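 active means thallium flux slope and its plate-corrected score both differing from the plate sample mean at a set confidence after two filtering rounds, in either direction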;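 further: slope of fluorescence scaled to starting intensity during 10 to 20 s after thallium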
# Thrombin inh: human alpha-thrombin inhibitors, primary screen, counter-screen for coagulation protease inhibitor project, biochemical, 1536-well, fluorogenic AMC substrate. Prothrombin (Homo sapiens), P00734. Boc-VPR-AMC fluorogenic substrate cleavage. inhibition, % at 5 µM. 220,000 tested, 0.26% active;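 active means inhibition at or above 40%; inactive means inhibition below 40%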;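 further: 0% = enzyme with no compound and 100% = wells without enzyme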
#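 System – human alpha-thrombin · Medium – pH 7.5 Tris (50 mM) with NaCl 150 mM, Tween 20 0.05% · Compound – single-point dosing at 5 µM, 0.2% DMSO · Incubation – enzyme reaction carried out at room temperature · Technique – fluorescence of released AMC, ex 355 nm, em 460 nm · Read-out basis – % inhibition of thrombin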
# FXIIa inh 1536: human FXIIa protease inhibitors, primary screen, biochemical, 1536-well | Coagulation factor XII (Homo sapiens), P00748 | purified FXIIa, Boc-QGR-AMC fluorogenic substrate, 2 h | 220,000 tested, 0.3% active | AID 800, 2007 | inhibition, % at 5 µM; in the data active means inhibition above about 40%;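 further: 0% = enzyme with no compound and 100% = blank without enzyme; many of its hits are not listed in these tables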
# Numbers without * were called inactive; i = inactive; nt = no result given; [ ] = remark or other dose.
SMILES,Furin inh,p97 ATPase inh,PERK inh,Wee1 degr inh,FXIa inh 1536,KLK5 inh,KCC2 mod,Thrombin inh,FXIIa inh 1536
NC(=O)C1CCN(CC(=O)N2c3ccccc3CCc3ccccc32)CC1,-20[20 µM],4,-0.6,-2,-3,-3,0.31,-2,5
O=C(N/N=C/c1ccccn1)NC12CC3CC(CC(C3)C1)C2,-13,6,-0.4,10.0*,2,-1,-0.83,-3,2
O=C(CCl)Nc1ccc(Oc2cnc3ccccc3n2)cc1,-12[20 µM],6,1.4,1,2,-5,nt,3,20
CC(CN1CCCC1)OC(=O)COc1ccccc1 (stereo unspecified),-10,10,-0.3,-2,1,-4,1.3,-2,10
COc1cc(OC)nc(NC(=O)CCl)n1,-7[20 µM],-1,0.1,-1,7,1,-0.013,0,15
O=C(c1cccc(N2C(=O)C3C4C=CC(C4)C3C2=O)c1)N1CCN(c2ccccc2)CC1 (stereo unspecified),-21,1,-0.1,1,-5,-6,-0.13,1,-1
O=C1CC(C(=O)NCCc2ccccc2)SC(=Nc2ccccc2)N1 (stereo unspecified),-26,0,0.1,1,0,2,-0.036,-2,13
CCCC1(CCC)NC(=O)NC1=O,-18[20 µM],5,0.1,-1,2,-12,nt,-5,11
Cc1cccn2cc(-c3cccc(NC(=O)c4cccs4)c3)nc12,-21,10,-0.8,2,-2,-4,-3.7,1,3
C[C@H](NC(N)=O)C(=O)OCC(=O)NCc1cccs1,-16,3,0.8,6,-3,-11,0.6,2,2
N#Cc1c(NC(=O)c2ccc(-c3ccccc3[N+](=O)[O-])o2)sc2c1CCCC2,-13[20 µM],-3,-0.1,1,4,7,nt,3,6
CCn1cc(Cl)c(C(=O)N2N=C(c3ccc4ccccc4c3)CC2c2ccccc2O)n1 (stereo unspecified),-16,6,0.8,1,6,-10,0.36,0,12
CCCCCCOc1ccc(C(CC(=O)O)C(N)=O)cc1 (stereo unspecified),-18,4,1.5,0,16,-22,nt,0,22
FC(F)(F)c1cccc(Oc2ccc3c(C(F)(F)F)cc(C(F)(F)F)nc3n2)c1,-13[20 µM],4,3.7*,2,-3,2,-0.31,-3,10
Cc1ccc(S(=O)(=O)N(C)C)cc1NC(=O)COC(=O)/C=C/c1cnc2ccccc2n1,-16,3,2.3,2,-3,-9,-0.06,3,8
O=C(CSc1nnc2scc(-c3ccccc3)n12)Nc1nsc(-c2ccc(Cl)cc2)n1,-22[20 µM],7,-1.2,-4,nt,nt,0.1,nt,nt
COc1cc(OC)c(C2=NOC(C(=O)O)C2)cc1Cl (stereo unspecified),-25[20 µM],1,1.1,1,-2,9,1,-3,14
O=C(NC12CC3CC(CC(C3)C1)C2)C12CC3CC(C1)CC(n1cnc(Cl)n1)(C3)C2,-10[20 µM],3,-0.2,0,-14,-6,0.33,-6,4
CC(C)(C)c1cc[n+](-c2[nH]c(=O)sc2/C=N/NC([S-])=Nc2ccccc2)cc1,-24,2,-0.2,0,-5,-4,i,1,14
O=C(CNS(=O)(=O)c1ccc(Br)s1)Nc1ccc2c(c1)OCCO2,-28,5,1.4,2,6,-3,-0.31,14,18

# 2 consecutive records out of the list so far:
SMILES,Furin inh,p97 ATPase inh,PERK inh,Wee1 degr inh,FXIa inh 1536,KLK5 inh,KCC2 mod,Thrombin inh,FXIIa inh 1536
CC(C)(C)c1cc[n+](-c2[nH]c(=O)sc2/C=N/NC([S-])=Nc2ccccc2)cc1,-24,2,-0.2,0,-5,-4,i,1,14
O=C(CNS(=O)(=O)c1ccc(Br)s1)Nc1ccc2c(c1)OCCO2,-28,5,1.4,2,6,-3,-0.31,14,18

# More entries:
SMILES,Furin inh,p97 ATPase inh,PERK inh,Wee1 degr inh,FXIa inh 1536,KLK5 inh,KCC2 mod,Thrombin inh,FXIIa inh 1536
O=C1N=C(N2CCCC2)S/C1=C\c1cccc(Br)c1,-9[20 µM],11,-1.3,0,-27,-11,-0.65,3,11
Cn1c(=O)c(C(=O)COC(=O)c2cc(C3CC3)nc3ccccc23)c(N)n(Cc2ccccc2)c1=O,-7,6,-0.7,1,6,-5,-0.98,0,17
Cc1ccc(-c2nc3sc(C#N)c(N)n3c(=O)c2C#N)cc1,-17,6,1.2,-1,1,4,0.11,1,10
Cc1ccccc1N1C(=O)CC(N(O)c2ccccc2)C1=O (stereo unspecified),-14,0,0.9,0,5,-2,nt,6,23
O=C(O)Cn1nnc2ccccc21,-15,-2,-1.2,1,-2,-2,-0.27,-3,5
CCc1cc2c3c(c1)C(C)CC(C)(C)N3C(=O)C2=O (stereo unspecified),-4,1,0.4,2,1,-22,-2.3,-7,5
NC(=O)C1CCN(C2CC(=O)N(c3ccc(F)c(Cl)c3)C2=O)CC1 (stereo unspecified),-27[20 µM],6,0.5,4,3,-7,nt,2,15
CC(NC(=O)c1ccc(OC2CCN(Cc3ccccn3)CC2)cc1)c1ccccc1 (stereo unspecified),-26,1,0.6,-3,-1,nt,-1.3,-5,5
CCCOC1CCCN(C(=O)CCc2nnc(CCCCc3ccccc3)o2)C1 (stereo unspecified),-23,-5,0.5,-1,-1,nt,-0.9,-5,4
Clc1c(-c2ccccc2)nnn1-c1ccccc1,-26,0,0.7,0,5,-14,-0.95,-4,8
CN(C1CCS(=O)(=O)C1)S(=O)(=O)c1ccccc1[N+](=O)[O-] (stereo unspecified),-23,3,0.7,-2,2,-1,0.073,-6,8
Fc1ccc2[nH]c3c(N4CCc5ccccc5C4)ncnc3c2c1,-28,9,0.3,-1,8,1,0.51,-3,4
Cc1ccc(C)c(NC(=O)CCn2cnnn2)c1,-28,6,1.1,-1,-1,-2,0.2,-6,11
Cc1ccccc1C(=O)NNC(=O)CSc1nnc(C)n1-c1ccccc1,-18,2,1.8,-3,7,-10,0.78,-3,9
Cc1ccc(Nc2nc(Cl)nc(N(C)C#N)n2)cc1,-12[20 µM],21*,-0.1,-1,0,1,-0.036,0,4
O=C(O)CSCCOc1ccc(OCCSCC(=O)O)cc1,-26,4,2.0,10*,2,-12,0.72,1,9
Cc1cccc(NC(=O)c2cccc3c2C(=O)c2ccccc2-3)c1,-4[20 µM],-2,-0.5,-1,4,11,0.95,3,15
Cc1ccccc1OCCCCn1cnc2ccccc21,-17[20 µM],-2,-1.3,4,4,6,nt,1,1
CCC1CCCCN1CCCNC(=O)c1ccc(N2CCOCC2)c(NS(=O)(=O)c2ccc(OC)cc2)c1 (stereo unspecified),-25,4,0.2,-1,-3,-3,-0.17,-5,3
O=C(NCCSc1c[nH]c2ccccc12)c1ccc2c(c1)OCO2,-12,-3,-0.1,2,-4,-2,nt,0,-1
Nc1nc(-n2cnnc2)nn1-c1ccccc1,-18,2,1.5,0,4,6,1,1,15
COc1cccc2c(=O)n(CC(=O)NCCc3ccccc3)ccc12,-16,3,-1.0,-2,4,3,0.54,3,10
CCOC(=O)C(NCc1ccccc1)(NC(=O)c1ccccc1)C(F)(F)F (stereo unspecified),2[20 µM],-4,0.9,5,0,-1,-0.93,4,11
COc1ccc(N2CCN(C(=O)CN3C(=O)C4CC=CCC4C3=O)CC2)cc1 (stereo unspecified),1[20 µM],9,0.1,1,-5,-33,0.051,2,1
COc1ccc(NC(=O)Cn2cc(C#N)c3ccccc32)cc1,-21,0,0.3,-4,1,1,1.3,-2,8
N#C/C(=C\c1cccs1)Sc1nc2ccccc2s1,-19[20 µM],10,-0.4,1,-6,-11,0.034,-10,-6
Nc1nc(CSc2n[nH]c(-c3ccccc3)n2)nc(Nc2ccccc2)n1,-22,-1,-0.3,0,5,-16,-3.6,-5,13
N#Cc1ccccc1Sc1ccccc1C(=O)OCc1nnc(-c2ccccc2)o1,-2,3,0.3,0,-15,-12,-3.8*,1,-6
COc1cccc(CNc2nc3nc(C)c(Cl)c(=O)n3[nH]2)c1,-17,6,1.1,-1,-1,-2,1.3,-4,2
CSc1nnc2c(n1)OC(C)=Nc1ccccc1-2,-5,-3,-0.1,0,4,-11,-0.31,-5,-4
COc1ccccc1C(=O)O/N=C1/CCCc2c1ccc(OC)c2[N+](=O)[O-],-21[20 µM],-1,1.7,9,-5,-1,1,-4,7
COc1cc(CN(C2CCCCC2)S(=O)(=O)c2ccc(S(=O)(=O)N(C)C3CCCCC3)cc2)cc(OC)c1OC,-5,3,-0.6,-2,8,-10,0.76,1,12
O=C(O)CC12CC3CC(C1)CC(n1cncn1)(C3)C2,-20,2,0.5,-3,-1,-13,0.27,5,11
Cc1ccc(S(=O)(=O)/C(C#N)=C/c2c(N3CCOCC3)nc3c(C)cccn3c2=O)cc1,-4,14,-0.4,-1,-4,-3,-3.3,4,8
CC1(C)Cc2c(c(=S)nc(-c3ccccc3)n2CCO)CO1,-4[20 µM],-6,-0.3,0,2,11,0.66,-2,-1
O=C(NCC(c1cccs1)N1CCOCC1)c1ccccc1NS(=O)(=O)c1cccc([N+](=O)[O-])c1 (stereo unspecified),-2,-1,0.2,2,6,-4,-1.5,-5,16
CCOC(=O)C1(Cc2cccc(OC)c2)CCCN(Cc2c(C)nn(C(C)C)c2C)C1 (stereo unspecified),-23,-2,-1.6,3,2,2,-0.28,-2,13
Nc1ccc(S(=O)(=O)Nc2ccccn2)cc1,-12,7,0.6,-4,17,-9,0.92,-1,27
COc1cc(C(=O)Nc2ccc([N+](=O)[O-])cn2)cc(OC)c1OC,-4,6,0.6,1,7,-14,0.099,1,12
O=C(CSc1nc2ccccc2s1)CSc1nc2ccccc2s1,-14[20 µM],4,-0.1,1,-4,-2,1.6,2,16
Fc1ccc(C(c2nnnn2CCc2ccccc2)N2CCCc3ccccc32)cc1 (stereo unspecified),-9[20 µM],-10,-0.4,1,-8,-9,-3.7,-4,2
COc1ccc(OC(C)C(=O)Nc2cccc([N+](=O)[O-])c2)cc1 (stereo unspecified),-13,5,0.1,0,3,-18,0.6,-8,10
CCOC(=O)c1[nH]c2ccc(F)cc2c1NC(=O)CCN1CCOCC1,-15,11,0.9,0,9,-5,-0.6,0,14
CCC1Oc2ccccc2N(CC(=O)NCc2ccco2)C1=O (stereo unspecified),-33,7,0.5,0,-6,1,-0.52,-6,2
COc1ccc(CCNC(=O)c2n[nH]c(=O)c3ccccc23)cc1,-10[20 µM],6,1.7,2,-5,-22,-0.082,0,10
COc1ccc(C(=O)N/C(=C/c2cccs2)C(=O)NCCCn2ccnc2)cc1OC,-13[20 µM],1,0.6,1,6,1,-0.2,2,14
CCCC12CN3CC(C)(CN(C1)C31CCCCC1)C2=O,-6[20 µM],4,0.2,-3,11,-4,0.53,3,31
CCN(/N=C/c1ccccc1)c1cc(=O)n(C)c(=O)[nH]1,12,1,0.7,0,-2,-10,1.4,-6,5
COC(=O)c1ccc(/C=C/C(=O)c2cccc(OC)c2)cc1,-26,6,0.7,-1,4,-11,1.3,-5,15

# Individual results from the entries so far.
# CCCC12CN3CC(C)(CN(C1)C31CCCCC1)C2=O in KLK5 inh = -4
# Fc1ccc(C(c2nnnn2CCc2ccccc2)N2CCCc3ccccc32)cc1 (stereo unspecified) in Furin inh = -9[20 µM]
# COC(=O)c1ccc(/C=C/C(=O)c2cccc(OC)c2)cc1 in KLK5 inh = -11
# CCOC(=O)c1[nH]c2ccc(F)cc2c1NC(=O)CCN1CCOCC1 in FXIa inh 1536 = 9
